# Compound activity as filed in PubChem BioAssay.
# DAX1 inh-1 = inhibitors of DAX1 repression of SF-1 activated StAR promoter | actives 1.1% (n = 370,000) | inhibition, % at 6.8 µM | HEK293T StAR-luciferase reporter, SF-1/DAX-1 repression relief | AID 652010;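 active = inhibition above the mean over all tested compounds plus 3 SD, cut at about 3.6% in these data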;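 also: 0% = DAX-1 cells with DMSO and 100% = cells lacking DAX-1 with DMSO; higher inhibition means more luminescence from relief of DAX-1 repression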
# ssDAF-12 act = activates DAF-12 receptor from parasite S. stercoralis; actives 1% (n = 370,000); HEK293 ssDAF-12/GRIP1 lit1-tk-luc reporter, luminescence; % of 3 µM dafachronic acid response; AID 652126; activation, % at 6.8 µM;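 active = activation above the mean over all tested compounds plus 3 SD, cut at about 0.9% in these data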;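 also: 0% = DMSO-only wells and 100% = 3 µM delta7-dafachronic acid wells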
# FXN GAA850 act = activators of GAA850 frataxin (FXN) promoter | actives 0.56% (n = 360,000) | HEK293 lucGAA850 FXN promoter luciferase reporter, 24 h; percent of 10 µM SAHA response | activation, % at 6 µM;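 active = activation above the average of all compounds screened plus 3 SD, cutoff fixed separately per campaign, cut at about 7.5% in these data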;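 also: 0% = DMSO wells and 100% = 10 µM SAHA wells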
# SMARCA2 activ = increases SMARCA2 function in MMTV reporter cells; MG213 cells, MMTV-luciferase reporter, dexamethasone, overnight; activation, % at 9.1 µM; actives 1% (n = 370,000); AID 652017; in the data active = activation above about 7.8%;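 also: 0% = vehicle wells and 100% = reference activator wells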
# GC-A act = GC-A (human) enzyme activation; P16066; HEK293 GC-A cells, cGMP TR-FRET, EC30 ANP; 0% at EC30 ANP, 100% saturating ANP; activation, % at 10 µM; actives 0.14% (n = 370,000); in the data active = activation above about 40%
# Target sequence (P16066 whole entry, looked up): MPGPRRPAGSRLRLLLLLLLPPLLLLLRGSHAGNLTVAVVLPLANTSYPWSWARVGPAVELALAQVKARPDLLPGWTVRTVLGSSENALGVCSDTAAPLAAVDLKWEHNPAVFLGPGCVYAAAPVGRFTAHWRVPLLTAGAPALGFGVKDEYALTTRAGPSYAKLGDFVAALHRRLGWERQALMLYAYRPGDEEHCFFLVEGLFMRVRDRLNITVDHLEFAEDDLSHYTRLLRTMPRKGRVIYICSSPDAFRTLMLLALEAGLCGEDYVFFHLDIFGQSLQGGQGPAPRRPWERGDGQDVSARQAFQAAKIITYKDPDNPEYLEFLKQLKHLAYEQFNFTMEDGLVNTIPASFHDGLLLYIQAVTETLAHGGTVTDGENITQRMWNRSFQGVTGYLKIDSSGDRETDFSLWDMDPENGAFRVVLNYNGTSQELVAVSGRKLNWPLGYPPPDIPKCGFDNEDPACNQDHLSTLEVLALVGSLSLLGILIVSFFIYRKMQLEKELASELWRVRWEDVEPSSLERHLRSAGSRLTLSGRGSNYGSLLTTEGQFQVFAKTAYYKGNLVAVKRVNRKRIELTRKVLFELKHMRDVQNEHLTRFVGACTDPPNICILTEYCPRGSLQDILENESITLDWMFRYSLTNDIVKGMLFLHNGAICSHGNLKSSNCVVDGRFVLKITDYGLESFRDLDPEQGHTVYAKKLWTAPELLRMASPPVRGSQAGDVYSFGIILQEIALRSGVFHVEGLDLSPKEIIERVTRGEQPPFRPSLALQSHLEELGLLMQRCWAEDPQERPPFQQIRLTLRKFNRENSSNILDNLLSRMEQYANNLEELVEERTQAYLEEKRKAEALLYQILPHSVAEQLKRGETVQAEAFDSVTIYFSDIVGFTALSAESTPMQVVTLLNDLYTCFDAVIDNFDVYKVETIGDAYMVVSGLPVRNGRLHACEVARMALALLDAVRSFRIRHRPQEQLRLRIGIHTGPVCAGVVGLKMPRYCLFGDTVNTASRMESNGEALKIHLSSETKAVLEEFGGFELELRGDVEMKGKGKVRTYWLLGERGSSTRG
# hgDAF12 agonist = agonists of H. glycines DAF-12 nuclear receptor; HEK293 GAL4-hgDAF12 UAS-luciferase reporter, agonist luminescence; normalized to butyrate control; activation, % at 6.8 µM; actives 1.8% (n = 370,000); AID 687014;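 active = activation above a cutoff set at the mean of all screened compounds plus 3 SD, cut at about 10% in these data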;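 also: 0% = DMSO wells and 100% = sodium butyrate wells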
# ADAM17 inh = inhibitors of human ADAM17; P78536; recombinant ADAM17, EDANS/DABCYL FRET peptide cleavage; inhibition, % at 6.95 µM; actives 0.83% (n = 370,000); AID 720648;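 active = inhibition above the mean of compounds lying between control limits plus 3 SD, set per campaign, cut at about 8.5% in these data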;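 also: 0% = DMSO-only wells as the low control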
# hcDAF12 agonist = H. contortus DAF-12 activation, primary screen; actives 1.4% (n = 370,000); HEK293 hcDAF-12 lit1-tk-luc reporter, luminescence; 0% DMSO, 100% Δ7-dafachronic acid; activation, % at 6.8 µM;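 active = activation above the mean of all tested compounds plus 3 SD, cut at about 5.5% in these data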;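 also: 100% = response to 3 µM Δ7-dafachronic acid high control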
# DAX1 inh-2 = inhibitors of human orphan nuclear receptor DAX1 (NR0B1); actives 0.99% (n = 340,000); P51843; AID 504766; inhibition, % at 6.75 µM; HEK293 Gal4-DAX1 luciferase reporter, luminescence;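 active = inhibition above the mean over all tested compounds plus 3 SD, cut at about 4.2% in these data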;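 also: 0% = DAX1-transfected cells with DMSO and 100% = empty-vector control cells with DMSO; inhibition shows as a rise in luminescence from relieved DAX1 repression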
# ADAM10 inh = inhibitors of human ADAM10; recombinant ADAM10, EDANS/DABCYL FRET peptide cleavage, 3 h; inhibition, % at 7 µM; actives 0.62% (n = 370,000);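 active = inhibition above a per-campaign cutoff equal to the mean of compounds falling between control-based bounds plus 3 SD, cut at about 20% in these data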;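 also: 0% = DMSO wells while the 100% control is not disclosed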
# PG9 Ab binder = binds the HIV-1 gp120 antibody PG9; TR-FRET gp120-PG9 antibody binding; actives 0.43% (n = 360,000); inhibition, % at 6.7 µM; AID 624416; in the data active = inhibition above about 8.5%
# * hit, by the source's call; nt = not tested or not shown.
SMILES,DAX1 inh-1,ssDAF-12 act,FXN GAA850 act,SMARCA2 activ,GC-A act,hgDAF12 agonist,ADAM17 inh,hcDAF12 agonist,DAX1 inh-2,ADAM10 inh,PG9 Ab binder
C/C(=N/NC(=O)C(C)n1nc(C)c([N+](=O)[O-])c1C)c1ccc(OCC(N)=O)cc1 (stereo not drawn),0.5,0.2,1.1,-2,-3,0.7,4,-2.3,0.8,6,1.4
C=CCn1c(SCC(=O)N(C)C2CCCCC2)nnc1C1CC1,0.5,-0.3,-0.5,-1,1,0.5,-1,-0.4,1.9,-2,0.1
O=C(N/C(=C/c1ccccc1Cl)C(=O)N1CCOCC1)c1ccccc1,-0.6,-1.6,-3.4,1,-6,1.3,0,1.6,-0.3,-1,-1.0
C=C(C1=CCN(S(=O)C(C)(C)C)[C@@H]1CCO)c1ccccc1 (stereo partly drawn),-0.1,-0.7,-0.2,-1,0,0.1,-2,-1.0,-1.8,-7,-0.1
COc1ccc(NC2=C(C(C)=O)C(c3ccccc3)C(C(C)=O)C(C)(O)C2)cc1 (stereo not drawn),0.0,-1.0,-0.3,2,-5,-3.1,1,1.6,1.6,-1,-2.0
Cn1c(=N)n(CC(=O)c2ccc(Br)s2)c2ccccc21,3.0,2.8*,5.5,5,-4,12*,-1,14*,3.8,2,-0.7
Cc1ccc(S(=O)(=O)N2CCOCC2)cc1NC(=O)CN1C(=O)NC2(CCCC2)C1=O,0.9,-0.9,1.7,-5,1,-2.4,-5,-0.6,-1.7,-1,1.1
Cc1cccc(C(=O)NC2CCN(CC(=O)NCc3ccccc3F)CC2)c1,0.3,-0.8,0.9,-3,4,1.8,-2,-2.2,0.1,1,0.2
COc1cc2c(cc1OC)C1=CC(=O)C(=O)N1C(C)(C)C2,-0.5,-1.1,-0.2,-3,-2,-1.4,-38,-0.4,-0.7,-93,-3.4
Cc1ccn2cc(-c3cccc(NC(=O)c4ccccc4)c3)nc2c1,0.7,-1.6,4.2,8,1,6.5,-5,4.6,-0.5,-10,1.2
O=C(CN(C(=O)CNC(=O)c1ccco1)c1ccc2c(c1)OCCO2)NC1CCCC1,0.4,-1.2,1.2,-1,2,-1.9,2,0.3,2.0,-1,-0.8
O=C1OC(c2ccccc2)C2(CCCC2)C(=O)C12CCCC2 (stereo not drawn),0.3,-1.4,2.7,-1,1,0.7,-3,-1.2,0.5,5,1.5
CCc1cccc(N(C)C(N)=Nc2cccc3ccccc23)c1,0.9,-1.0,-0.1,-3,6,0.8,-3,-1.4,-1.1,0,-0.2
CCc1nnc(NC(=O)C2CCN(C(=O)c3ccco3)CC2)s1,-0.5,-0.9,0.7,-3,-1,0.1,-3,-1.6,0.5,0,0.4
Cc1ccc(CCNC(=O)c2cccc(NC3=NC4CS(=O)(=O)CC4S3)c2)cc1 (stereo not drawn),0.5,-0.8,-0.9,0,4,-0.4,4,0.6,0.9,-14,-0.3
O=C(O)c1cccn1Cc1ccccc1F,1.2,-0.8,-1.8,-3,3,0.9,-1,-0.6,0.4,-5,-1.4
COc1ccccc1OCCNC(=O)CN(c1cccc(C)c1)S(=O)(=O)c1ccccc1,-0.4,-1.4,-2.2,1,0,-0.8,3,-1.3,-0.8,5,-1.2
Cc1ccnc(SCC(=O)Nc2oc(-c3ccccc3)c(-c3ccccc3)c2C#N)n1,-0.7,-1.2,0.2,-2,-2,-2.8,2,-1.1,0.1,4,0.3
Cc1cc(Cl)ccc1OCC(=O)N/N=C/c1ccncc1,-0.4,-1.3,-2.2,-2,-5,1.1,-3,-2.1,2.5,-2,0.4
CO/N=C(\N)c1nonc1N,-0.1,-0.3,0.5,-1,0,-1.6,-1,2.5,-0.8,-3,-0.4
COc1cccc(C=Nc2ccccc2C(=O)Nc2ccccc2)c1O,0.1,-0.3,0.6,2,-1,2.8,-93,1.5,0.1,-321,-0.5
CC(=O)c1ccc(-n2nnnc2SCC(=O)Nc2sc(C)c(C)c2C#N)cc1,0.4,-1.7,1.7,0,-1,1.5,-3,0.4,0.3,-1,-0.6
O=C(C1=C[C@@H](c2ccccc2)C[C@@H](OCc2ccc(CO)cc2)O1)N1CCN(Cc2ccc3c(c2)OCO3)CC1,-1.1,-1.2,-4.4,-1,-2,-1.0,0,-1.0,-0.9,3,0.2
COc1ccc(Cl)cc1NC(=O)C(=O)N/N=C/c1cc(C)n(-c2ccc(C)cc2)c1C,-0.4,-1.5,1.9,-4,0,-1.4,-4,1.6,-0.9,-2,1.1
CCCS(=O)(=O)N1CCN(C(=O)c2cc(OC)cc(OC)c2)CC1,0.4,-1.6,2.0,-4,0,2.1,-9,-2.3,-1.1,-5,1.6
COc1ccc(Cc2nnc(SCC(=O)NC3CCCCC3)n2C)cc1,0.1,-1.7,0.4,0,-3,-0.4,-2,-0.8,-0.1,-1,-1.2
O=C(Nc1cc(S(=O)(=O)N2CCOCC2)ccc1N1CCOCC1)c1ccccc1[N+](=O)[O-],1.3,-1.0,0.9,0,2,-1.4,-2,-0.2,-0.6,-11,1.4
Cc1ccc(S(=O)(=O)N2CCN(C(=O)COC(=O)Cc3ccc(F)cc3)CC2)c(C)c1,1.1,-1.3,-0.7,0,1,0.1,1,1.3,1.1,-2,0.4
COC(=O)c1ccc(NC(=O)CSc2nnc(C3CC3)n2C)cc1,-0.4,-1.3,-2.0,-2,-8,4.4,0,1.2,-0.7,-8,0.7
CCOC(=O)Nc1sc(NS(=O)(=O)c2ccc(C)cc2)nc1C,0.2,-1.1,1.3,-1,6,-0.3,2,1.3,-0.5,10,-2.5
Nc1[nH]c(C(=O)c2ccc(Br)cc2)c(-c2ccncc2)c1C(=O)c1ccccc1,0.3,-0.9,nt,-1,0,-3.1,-4,-1.8,nt,-13,-0.8
CC(C)(C)OC(=O)N1CCN(C(c2ccnc3ccccc23)c2nnnn2-c2ccc3c(c2)OCCO3)CC1 (stereo not drawn),-0.4,-1.1,nt,-3,1,2.9,2,-0.9,nt,-9,-2.6
CCOc1ccc(N2C(=O)CC(NCCc3ccc(S(N)(=O)=O)cc3)C2=O)cc1 (stereo not drawn),0.1,-1.2,0.7,1,5,-0.5,-2,-0.9,1.3,-5,-0.9
CC(C)[C@@H](C)/C=C/[C@@H](C)[C@H]1CC[C@@H]2[C@]1(C)CCC1[C@]23C=C[C@]2(C[C@@H](O)CC[C@]12C)N(c1ccc([N+](=O)[O-])cn1)O3 (stereo partly drawn),-0.7,-1.0,nt,-4,2,0.3,-3,-0.6,nt,-32,-1.1
CC(CCc1ccccc1)NC(=O)C1CCCN(C(=O)c2cc3sccc3n2C)C1 (stereo not drawn),-0.1,-2.4,-2.5,-5,-5,-4.3,4,-2.1,-1.9,-5,-1.7
CCNC(=O)/C(=C/c1ccco1)NC(=O)/C=C/c1ccccc1,-0.1,-0.8,1.4,-2,3,-1.1,2,1.7,1.2,-8,-0.9
COc1ccc(/C(C)=N/NC(=O)CNC(=O)c2cccnc2)cc1,0.0,-0.8,0.6,2,-2,-3.0,-1,-0.6,3.9,2,-2.3
COCc1cc(C)n(CC(=O)Nc2c(C)cccc2C)c(=O)c1C#N,-0.1,-0.5,0.1,-1,3,-0.1,-51,-0.1,-0.3,-150,-1.6
CCOC(=O)[C@@H]1[C@H]2COc3cc(OC)ccc3[C@@H]2N2C(=O)N(c3ccc(C(F)(F)F)cc3)C(=O)[C@@]12C,-0.6,-1.0,-0.7,0,-1,-1.7,4,-2.2,-0.3,8,-0.6
C#CCOc1c(Cl)cc(/C=N/NC(N)=S)cc1OCC,-1.4,-2.0,2.8,1,-3,-1.8,2,-2.1,0.7,-2,-1.1
COc1ccc(OC)c(C(=O)N/N=C/c2ccccn2)c1,0.0,-1.0,5.0,2,-1,8.4,-5,1.1,4.6*,-5,2.1
CN(C)C(=O)c1ccc(NC(=O)CN2C(=O)NC3(CCCc4ccccc43)C2=O)cc1 (stereo not drawn),1.4,-0.9,-1.8,0,2,-0.1,0,-0.5,0.2,0,-0.8
COc1ccc(CCN2CC(C(=O)NCCc3ccccn3)CCC2=O)cc1 (stereo not drawn),0.7,-0.9,-0.5,-2,4,1.0,-4,1.7,1.1,1,1.6
CC(Oc1ccccc1)C(=O)N1CCN=C1SCc1ccccc1F (stereo not drawn),-0.8,-1.5,1.2,1,6,1.7,-2,-2.1,0.9,2,0.7
CC(C)(C)c1nnc(NC(=O)c2cccnc2Cl)s1,0.5,-1.0,0.2,-1,0,3.5,5,-0.9,0.2,5,-1.9
C[C@H](CCC(=O)NCC(=O)O)[C@H]1CC[C@H]2C3[C@H](O)C[C@@H]4C[C@H](O)CC[C@]4(C)[C@H]3C[C@H](O)[C@]12C (stereo partly drawn),0.1,-1.3,-0.5,-2,3,-0.6,-4,-0.2,0.5,1,1.2
O=C(Nc1ccccc1)OCc1cc(-c2ccccc2Cl)on1,0.6,-0.8,5.6,2,1,7.1,9.0*,1.5,1.9,27*,0.3
CN(Cc1nc(-c2cnccn2)no1)C1CC(C)(C)NC(C)(C)C1,-0.5,-1.4,-3.0,3,-1,2.6,-1,-0.9,1.0,6,-1.6
CC(=O)NC1CC2CCCC(C1)N2CC(=O)NCc1ccc(F)cc1 (stereo not drawn),-0.4,-0.8,-0.1,-1,1,-0.9,-3,-1.0,0.2,-10,1.6
O=C(NNc1c(Cl)cccc1Cl)c1c(F)cccc1Cl,-0.9,-0.8,-0.9,-2,2,0.0,2,1.1,1.7,2,-0.7

# 3 records picked at random from the list so far, as already listed:
SMILES,DAX1 inh-1,ssDAF-12 act,FXN GAA850 act,SMARCA2 activ,GC-A act,hgDAF12 agonist,ADAM17 inh,hcDAF12 agonist,DAX1 inh-2,ADAM10 inh,PG9 Ab binder
CC(CCc1ccccc1)NC(=O)C1CCCN(C(=O)c2cc3sccc3n2C)C1 (stereo not drawn),-0.1,-2.4,-2.5,-5,-5,-4.3,4,-2.1,-1.9,-5,-1.7
Nc1[nH]c(C(=O)c2ccc(Br)cc2)c(-c2ccncc2)c1C(=O)c1ccccc1,0.3,-0.9,nt,-1,0,-3.1,-4,-1.8,nt,-13,-0.8
Cc1ccc(S(=O)(=O)N2CCOCC2)cc1NC(=O)CN1C(=O)NC2(CCCC2)C1=O,0.9,-0.9,1.7,-5,1,-2.4,-5,-0.6,-1.7,-1,1.1

# Carrying on:
SMILES,DAX1 inh-1,ssDAF-12 act,FXN GAA850 act,SMARCA2 activ,GC-A act,hgDAF12 agonist,ADAM17 inh,hcDAF12 agonist,DAX1 inh-2,ADAM10 inh,PG9 Ab binder
COc1ccc(NC(=O)N2CCCC(C(=O)NCCc3ccccc3)C2)cc1 (stereo not drawn),0.7,-0.7,3.7,3,1,2.7,0,1.9,0.2,10,0.4
COc1ccc(S(=O)(=O)N(CC(=O)NC2CCCC2)c2ccccc2OC)cc1,-0.7,-1.5,0.5,1,-5,0.5,1,-1.2,-0.3,1,-1.1
COc1ccc(N2CCCn3c2nc2c3c(=O)n(Cc3ccccc3F)c(=O)n2C)c(OC)c1,-0.5,-0.5,0.8,2,0,0.2,2,-1.6,1.8,5,-0.6
Cc1cccn2c(=O)cc(COC(=O)C(C)Oc3ccccc3)nc12 (stereo not drawn),0.5,-0.8,-0.1,-1,4,0.2,-11,-0.5,0.2,-36,-2.0
CCOC(=O)CCc1ccc(NC(=O)/C=C/c2ccc([N+](=O)[O-])o2)cc1,-3.5,-1.7,6.9,2,0,-12,-3,-2.1,-2.3,-6,-4.5
